Compound activity as filed in PubChem BioAssay.
K1F lysis inhibition = protection from phage-mediated lysis, alamar blue read-out – E. coli UTI89, K1F phage, bacterial capsule biogenesis inhibitors (AID 488966); E. coli UTI89 K1F phage lysis, alamar blue, 2 h; higher % means a stronger effect; inhibition, % at 100 µM; hits with a dose series show IC50 in µM; 340,000 compounds, 0.02% hits;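 active = phage lysis inhibition, versus mean bacterial control, above a set limit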;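 also: capsule biogenesis inhibitors block K1F phage lysis so surviving cells raise fluorescence; higher fluorescence means more inhibition of phage lysis; actives were called in the ten point dose series up to 300 µM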
NTR1 agonist = agonists of NTR1, primary screen, imaging, U2OS cells, beta-arrestin-GFP, high content (AID 493036); NTR1-U2OS beta-arrestin-GFP spot imaging, agonist mode; activation, % at 20 µM; 330,000 compounds, 0.17% hits;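 active = activation at or above 40% of the spot to cytoplasm intensity ratio, with at least 20 cells analyzed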;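 also: 0% = DMSO without peptide and 100% = 100 nM NTR1 peptide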
Target sequence (P30989 whole entry, looked up): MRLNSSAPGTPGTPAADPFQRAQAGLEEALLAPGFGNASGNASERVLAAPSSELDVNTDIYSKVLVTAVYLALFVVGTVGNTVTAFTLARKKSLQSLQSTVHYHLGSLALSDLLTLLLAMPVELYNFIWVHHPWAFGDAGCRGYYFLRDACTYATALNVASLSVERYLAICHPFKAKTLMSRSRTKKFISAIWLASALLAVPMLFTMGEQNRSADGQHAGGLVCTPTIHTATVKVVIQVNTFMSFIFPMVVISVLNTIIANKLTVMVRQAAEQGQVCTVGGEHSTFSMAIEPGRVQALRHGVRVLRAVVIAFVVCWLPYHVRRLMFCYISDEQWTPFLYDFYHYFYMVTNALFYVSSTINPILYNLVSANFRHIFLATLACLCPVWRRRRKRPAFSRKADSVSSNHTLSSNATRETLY
MgcRacGAP inhibition = MgcRacGAP GTPase-activating activity inhibitors, confirmation, biochemical, ADP Hunter fluorescence. MgcRacGAP-stimulated Rac1 GTP hydrolysis, ADP Hunter fluorescence; higher % means a stronger effect; GST-tagged Rac1 F28L mutant substrate. inhibition, % at 30 µM; hits with a dose series show IC50 in µM. 340,000 compounds, 0.6% hits. AID 624330;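 active = first-screen hits whose inhibition reached a set limit at any dose in the follow-up dose series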;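 also: fluorescence reports GDP produced by GAP-driven GTP hydrolysis; strong numbers were not always called active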
NTR1 agonist cell count 20 µM = recorded beside NTR1 agonist, whose call it bears; cell count; measured here: cell count, cytotoxicity flag
Numbers without * were called inactive; i = inactive; [ ] = dose if it differs, or a comment.

SMILES	K1F lysis inhibition	NTR1 agonist	NTR1 agonist cell count 20 µM	MgcRacGAP inhibition
CC(C)(C)OC(=O)C[C@H]1C/C=C\C[C@H](CC(=O)N[C@H](CO)Cc2ccccc2)C(=O)N2CCC[C@@H]2COC1=O	-2.8%	3.8	49	0.2%
Cc1ccc(S(=O)(=O)N2CCOCC2)cc1C(=O)OCC(=O)c1c(N)n(C)c(=O)n(C)c1=O	0.9%[50 µM]	-0.8	52	3.6%
CCN(Cc1nc2ccccc2c(=O)[nH]1)C(=O)COc1ccccc1-c1ccccc1	4.5%	8.4	62	6.7%
COc1ccc(-c2ccc3c(c2)S(=O)(=O)c2cccc(C(=O)NC[C@@H]4CCCO4)c2C3=O)cc1OC	-1.2%	1.2	63	3.2%
CCCN(CC(=O)Nc1ccccc1C)C(=O)c1ccc2c(c1)OCO2	0.5%[50 µM]	-1.8	41	1.6%
CSc1ccccc1NC(=O)CN1CCN(S(=O)(=O)c2ccccc2[N+](=O)[O-])CC1	0.4%[50 µM]	0.0	53	5.9%
Cc1ccc(C(C)NC(=O)c2cccs2)cc1C (stereo not given)	-0.8%	0.4	43	0.8%
Cc1ccc(C(=O)OCC(=O)NC2CCCc3ccccc32)o1 (stereo not given)	-0.2%[50 µM]	-1.8	51	-0.5%
CCCN(C(=O)Cc1coc2cc(C)c(C)cc12)c1c(N)n(Cc2ccccc2)c(=O)[nH]c1=O	1.0%[50 µM]	0.6	74	6.8%
O=C(C[C@@H]1C/C=C\C[C@H](Cc2ccc(F)cc2)C(=O)OC[C@@H](c2ccccc2)NC1=O)NCCO	-1.0%	0.4	66	-15.2%
C=CCn1c(SCC(=O)NCC2CCCO2)nc2sc(CC)cc2c1=O (stereo not given)	0.0%[50 µM]	-0.9	36	6.0%
O=C(OCCc1ccccc1)c1cc(O)c(O)c(O)c1	-6.3%	-1.0	103	-7.2%
Cc1ccc(C(=O)N2CCN(Cc3ccccc3)CC2)cc1S(=O)(=O)N1CCOCC1	0.4%[50 µM]	0.6	75	6.9%
COc1ccccc1NC(=O)C(C)OC(=O)CC1CCCCC1 (stereo not given)	0.8%[50 µM]	-1.2	89	3.6%
COc1ccc(NC(=O)CSCC(=O)N(C)Cc2c(F)cccc2Cl)cc1	1.0%[50 µM]	0.5	62	10.0%
COc1ccc(C(=O)NCCS(=O)(=O)N(C)C2CCCCC2)cc1	3.1%	-0.6	69	4.9%
Cc1ccc(S(=O)(=O)CCC(=O)N(CCN2CCOCC2)c2nc3ccccc3s2)cc1	0.6%[50 µM]	1.9	59	5.9%
O=C(NCC(c1ccco1)N1CCCC1)c1cn(Cc2ccccc2)nc1-c1ccccc1 (stereo not given)	0.6%[50 µM]	2.3	52	1.5%
O=C(CN1CCN(S(=O)(=O)c2ccccc2C(F)(F)F)CC1)NCc1cccs1	0.3%[50 µM]	1.2	76	6.0%
COc1ccc(C(=O)Nc2cc(Cl)ccc2N2CCOCC2)cc1S(=O)(=O)N1CCOCC1	0.8%[50 µM]	0.6	70	-1.9%
CC(=O)c1c(C)[nH]c(C(=O)COC(=O)CCNS(=O)(=O)c2ccc(C)c(C)c2)c1C	1.3%[50 µM]	1.3	59	-6.7%
Cc1ccc(SCC(=O)OC(C)C(=O)NC2(C#N)CCCCC2)cc1 (stereo not given)	4.2%[50 µM]	0.6	34	2.9%
CCN(CC1COc2ccccc2O1)C(=O)CN1C(=O)NC(C)(c2ccccc2)C1=O (stereo not given)	0.7%[50 µM]	-0.6	65	1.7%
CC1O[C@@H](O[C@H](C)CC[C@@H](C)O)C(O)C[C@H]1O (stereo not given in full)	0.8%	6.6	56	2.3%
Cc1cc(=O)[nH]c(SCC(=O)N2CC3(C)CC2CC(C)(C)C3)n1 (stereo not given)	0.5%	0.7	60	2.2%
CC(C)(C)c1sc(N)nc1-c1ccccc1	0.1%[50 µM]	-0.8	68	3.9%
C=CC[C@@H](CC(=O)N[C@@H](CO)Cc1ccccc1)C(=O)NC[C@@H](OC(=O)[C@@H](CC=C)Cc1ccc(F)cc1)c1ccccc1	3.7%	2.1	25	8.5%
CCCCN(C(=O)C1CCC1)c1c(N)n(Cc2ccccc2)c(=O)[nH]c1=O	1.0%[50 µM]	-1.7	51	-1.8%
COc1cccc(COC(=O)c2cc(=O)[nH]c3ccc(S(=O)(=O)N4CCOCC4)cc23)c1OC	0.9%[50 µM]	-0.1	60	2.7%
COc1ccc(COC(=O)c2ccc(Cl)c(S(=O)(=O)N3CC(C)OC(C)C3)c2)cc1 (stereo not given)	0.5%[50 µM]	1.5	64	3.2%
COc1cc(C(C)=O)ccc1OCC(=O)Nc1cc(Cl)ccc1-n1cncn1	1.4%[50 µM]	1.0	55	9.6%
Cc1ccc(S(=O)(=O)N(C)CC(=O)N(CC(C)C)C2CCS(=O)(=O)C2)cc1 (stereo not given)	0.9%[50 µM]	0.7	66	-3.1%
CC(OC(=O)CC1CCCCC1)C(=O)Nc1ccc(F)cc1 (stereo not given)	0.8%[50 µM]	0.2	70	12.1%
COc1cc(NC(=O)CCCN2C(=O)NC(C)(C)C2=O)cc(OC)c1	0.6%[50 µM]	1.1	60	5.3%
CN1CCC(OC(=O)c2ccc(Br)cc2)CC1	0.6%	-2.1	71	4.9%
CCOc1ccc(NC(=O)CN(C)C(=O)c2cc(S(=O)(=O)N3CCCCCC3)ccc2OC)cc1OCC	0.7%[50 µM]	0.2	60	4.6%
O=C(COC(=O)Cc1c(F)cccc1Cl)NNC(=O)c1ccccc1	0.6%[50 µM]	-0.4	63	2.6%
Cc1onc(-c2ccccc2)c1C(=O)OCC(=O)N(C)c1ccccc1	2.5%	-0.8	59	-8.0%
Cc1ccc(C(CNS(=O)(=O)c2ccccc2)N2CCN(C)CC2)cc1 (stereo not given)	0.7%[50 µM]	0.9	58	3.5%
COCc1c(C(=O)N2CCN(S(=O)(=O)c3ccccc3Cl)CC2)oc2ccccc12	-0.1%[50 µM]	3.0	67	-22.4%
O=C(CCCNC(=O)c1ccc(Cl)cc1)OCc1cccc(Br)c1	-0.7%[50 µM]	0.3	68	7.6%
CC(=O)Nc1ccc(S(=O)(=O)Nc2nc3ccccc3nc2Nc2ccc(C(=O)O)c(O)c2)cc1	-1.4%	-1.7	36	166µM*
COc1cccc(OC)c1C(=O)OCC(=O)N1CC(C)CC(C)C1 (stereo not given)	2.2%[50 µM]	3.2	56	2.7%
O=S(=O)(c1ccc2c(c1)OCCO2)N1CCN(S(=O)(=O)c2c(F)cc(F)cc2F)CC1	2.7%	4.7	66	4.0%
Cc1ccccc1NS(=O)(=O)c1ccc(C(=O)NCC(c2ccco2)N2CCCCC2)cc1 (stereo not given)	1.2%[50 µM]	2.4	45	2.6%
C[C@@H]1O[C@@H](OC[C@H]2O[C@@H](Oc3cc(O)c4c(=O)cc(-c5ccc(O)c(O)c5)oc4c3)[C@H](O)[C@@H](O)[C@@H]2O)[C@H](O)[C@H](O)[C@H]1O	1.8%	-1.2	59	42.7µM*
Cc1ccc(CN(C)C(=O)CN2C(=O)NC(c3ccccc3)(c3ccccc3)C2=O)c(C)c1	0.0%[50 µM]	0.3	48	8.8%
CSc1ncccc1C(=O)OCC(=O)NC1CCC(C)CC1 (stereo not given)	0.6%[50 µM]	-0.5	65	5.6%
CCOC(=O)N1CCN(S(=O)(=O)CCNC(=O)c2ccc(F)cc2)CC1	0.8%[50 µM]	-0.6	64	13.2%
CN(C(=O)c1cccc(Br)c1)C1CCS(=O)(=O)C1 (stereo not given)	1.4%[50 µM]	-0.7	64	6.4%
COc1ccc(OCCOC(=O)CCS(=O)(=O)c2ccc(C)cc2)cc1	0.7%[50 µM]	0.8	49	4.0%
COc1ccc(C(=O)c2c(-c3ccc(OC)cc3)oc3ccc(-c4ccc(OC)nc4)cc23)cc1	-0.7%	3.2	87	-5.5%
CC1(c2nnc(Cc3ccccc3)o2)CC(c2ccc(F)cc2)=NO1 (stereo not given)	1.3%	-0.6	67	6.3%
CCN1CCN(c2ccc(S(=O)(=O)N3CCCCC3)cc2N)CC1	0.5%[50 µM]	-2.4	65	4.1%
Cc1ccc(NC(=O)CN(C)C(=O)COC(=O)COc2ccc(C#N)cc2)cc1	1.1%[50 µM]	0.3	56	7.3%
O=C(Nc1cc2c3c(c1)CC(=O)N3CCC2)c1ccccc1C(F)(F)F	1.3%[50 µM]	-0.5	64	4.2%
CC(C)CN(C(=O)C1CCCC1)C1CCS(=O)(=O)C1 (stereo not given)	0.1%[50 µM]	-0.2	51	-3.9%
COc1ccc(C(CNS(=O)(=O)c2ccccc2)N2CCN(C)CC2)cc1 (stereo not given)	1.6%[50 µM]	2.0	69	1.9%
O=C(NCc1ccc(F)cc1)c1cccc2c1C(=O)c1ccc(N3CCC(Cc4ccccc4)CC3)cc1S2(=O)=O	0.9%	-0.3	60	6.5%
COc1ccc(S(=O)(=O)N2CCN(C(=O)c3sccc3-c3ccccc3)CC2)cc1	1.2%[50 µM]	1.4	42	2.8%

New compounds follow:
SMILES	K1F lysis inhibition	NTR1 agonist	NTR1 agonist cell count 20 µM	MgcRacGAP inhibition
C/C(=N\NC(=O)c1cccc(S(=O)(=O)Nc2ccc(C)cc2C)c1)c1ccncc1	1.1%[50 µM]	2.3	59	0.2%
Cc1cccc(Nc2nnc(SCC(=O)NCC3CCCO3)s2)c1C (stereo not given)	-4.5%	-0.8	68	8.6%
COCCN(C(=O)c1cccc(N2C(=O)CCC2=O)c1)c1nc(-c2ccc([N+](=O)[O-])cc2)cs1	0.6%[50 µM]	0.2	52	9.7%
COc1ccc(CC(=O)OCC(=O)NC2CCCC(C)C2C)cc1 (stereo not given)	0.3%	3.3	60	-3.5%
CCCCOC(=O)c1cc(-c2ccc(/C=N/n3cnnc3)o2)ccc1Cl	0.0%	3.7	57	7.7%
COc1ccc(S(=O)(=O)N2CCc3ccccc32)cc1C(=O)N1CCOCC1	0.4%[50 µM]	0.6	56	6.1%
CN(c1ccccc1)S(=O)(=O)c1cccc(NC(=O)CCNC(=O)c2ccc([N+](=O)[O-])cc2)c1	i	0.9	52	4.5%
C[C@@H]1CCC(=O)N(C[C@@H](C)CSc2ccc(Br)cc2)CC1	2.8%	3.2	59	0.1%
C[C@H](CO)N1C[C@H](C)[C@H](CN(C)Cc2ccncc2)Oc2ccc(NC(=O)Nc3ccc(C(F)(F)F)cc3)cc2CC1=O	4.1%	5.3	43	2.9%
C#CCOCCOCCOCCNc1nc(N2CCN(C(=O)[C@H](CO)n3cc([C@@H](N)C(C)C)nn3)CC2)nc(N2CCN(C(=O)[C@H](CCCCN)n3cc([C@@H](N)[C@H](C)CC)nn3)CC2)n1	11.3%	-3.5	47	26.0%
COc1ccc(CN(C)C(=O)CCN=C2NS(=O)(=O)c3ccccc32)c(OC)c1	1.7%[50 µM]	-1.1	74	8.1%
CN(c1ccccc1)S(=O)(=O)c1cc(C(=O)N2CCN(c3ncccn3)CC2)ccc1Cl	-0.8%[50 µM]	1.2	60	-3.1%
O=C(CCCOC(=O)c1ccc(O)cc1)c1ccccc1	0.3%	-0.8	60	-2.8%
COC(=O)c1sc(NC(=O)COc2cccnc2[N+](=O)[O-])c(C(=O)OC)c1C	0.5%[50 µM]	-1.5	80	3.6%
CCn1c(SCC(=O)c2c(N)n(C3CC3)c(=O)[nH]c2=O)nnc1-c1ccoc1C	1.1%[50 µM]	-1.4	69	7.2%
O=S(=O)(Nc1ccccc1N1CCOCC1)c1ccc(Cl)cc1	0.9%[50 µM]	1.5	84	0.3%
CCCCCCCCN1[C@@H](CC(=O)OCC)c2cc(F)ccc2S1(=O)=O	0.3%	-0.7	83	2.7%
COCCN(C(=O)COC(=O)c1cc2ccccc2cc1OC)c1c(N)n(Cc2ccccc2)c(=O)[nH]c1=O	0.2%[50 µM]	-0.9	58	6.7%

Quoted at random: 7 compounds from above.
SMILES	K1F lysis inhibition	NTR1 agonist	NTR1 agonist cell count 20 µM	MgcRacGAP inhibition
C[C@@H]1CCC(=O)N(C[C@@H](C)CSc2ccc(Br)cc2)CC1	2.8%	3.2	59	0.1%
COCCN(C(=O)c1cccc(N2C(=O)CCC2=O)c1)c1nc(-c2ccc([N+](=O)[O-])cc2)cs1	0.6%[50 µM]	0.2	52	9.7%
CN(c1ccccc1)S(=O)(=O)c1cccc(NC(=O)CCNC(=O)c2ccc([N+](=O)[O-])cc2)c1	i	0.9	52	4.5%
COC(=O)c1sc(NC(=O)COc2cccnc2[N+](=O)[O-])c(C(=O)OC)c1C	0.5%[50 µM]	-1.5	80	3.6%
COCCN(C(=O)COC(=O)c1cc2ccccc2cc1OC)c1c(N)n(Cc2ccccc2)c(=O)[nH]c1=O	0.2%[50 µM]	-0.9	58	6.7%
CN(c1ccccc1)S(=O)(=O)c1cc(C(=O)N2CCN(c3ncccn3)CC2)ccc1Cl	-0.8%[50 µM]	1.2	60	-3.1%
CCCCCCCCN1[C@@H](CC(=O)OCC)c2cc(F)ccc2S1(=O)=O	0.3%	-0.7	83	2.7%

These rows are one share of the data; the hit share may differ from the screen's.
